# Source: PubChem
# M. tuberculosis: growth inhibition of non-replicating M. tuberculosis (AID 488890). Mycobacterium tuberculosis non-replicating, growth inhibition; higher % means a stronger effect. inhibition, % at 25 µM, or IC50 in µM where a hit was titrated. hit rate 0.39% among 320,000; in the data active = a potency from the dose series; inconclusive = inhibition mostly from about 82% at the one dose, without a potency; inactive = the rest, 99 in 100 with inhibition below about 76%;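 also: plate controls were DMSO cells for no effect and high antibiotic wells for full effect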
# M. tuberculosis HTS: M. tuberculosis growth inhibition, HTS (AID 449762) | M. tuberculosis H37Rv growth inhibition, 7H9 media; higher % means a stronger effect | inhibition, % at 25 µM, or IC50 in µM where a hit was titrated | hit rate 0.59% among 330,000; in the data active = a potency from the dose series; inconclusive = inhibition above about 70% without an active follow-up result;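 also: bacterial growth assessed after seven days of incubation; strong numbers were not always called active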
# inhibitors of VEEV: inhibitors of VEEV TC-83 cytopathic effect, confirmation, Vero cells (AID 588727); Vero cells, VEEV TC-83 cytopathic effect inhibition; higher % means a stronger effect; inhibition, % at 20 µM; hits with a dose series show IC50 in µM; hit rate 0.13% among 350,000; in the data active = a potency from the dose series; inconclusive = inhibition mostly from about 14% at the one dose, without a potency; inactive = the rest, 99 in 100 with inhibition below about 12%; also: strong numbers were not always called active
# H1N1 NS1A inhibition: NS1A inhibition, H1N1 influenza, cell based functional assay (AID 504329); NS1A functional cell-based assay, percent inhibition; higher % means a stronger effect; inhibition, % at 12.5 µM; hits with a dose series show IC50 in µM; hit rate 0.3% among 340,000; in the data active = a potency from the dose series; inconclusive = inhibition above about 27% without an active follow-up result; also: strong numbers were not always called active
# Salmonella PhoP GFP: PhoP regulon inhibitors, Salmonella typhi PhoP promoter GFP reporter, confirmatory (AID 1850); Salmonella Typhi PhoP-promoter GFP reporter, fluorescence, 4 h; higher % means a stronger effect; inhibition, % at 50 µM; hits with a dose series show IC50 in µM; hit rate 0.33% among 310,000; in the data active = a potency from the dose series; inconclusive = inhibition mostly from about 25% at the one dose, without a potency; inactive = the rest, 99 in 100 with inhibition below about 19%;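 also: 0% = induced wells with vehicle and 100% = uninduced wells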
# inhibitors of VEEV 10K pilot screen: further read-out of inhibitors of VEEV, marked with its call; inhibition, %; measured here: 10K pilot screen inhibition
# Active calls of the source: *; i = inactive; ? = inconclusive; . = not tested or not shown.
SMILES,M. tuberculosis,M. tuberculosis HTS,inhibitors of VEEV,H1N1 NS1A inhibition,Salmonella PhoP GFP,others
C=CCN1CCN(C(c2cc(OC)ccc2OC)c2nnnn2CC2CCCO2)CC1 (stereo not drawn),-5%,-9%,1.2%,-17%,-6%,
COc1cc(/C=N/N(C)C)ccc1OC(=O)c1cccs1,8.4µM*,?,0.4%,19%,9%,
CCOC(=O)C1=CN(CC)S(=O)(=O)NC1c1cccc(OC)c1 (stereo not drawn),.,.,0.2%,-1%,.,
Fc1ccc(-c2noc(C3CCN(Cc4cccnc4)CC3)n2)cc1,40%,11%,0.7%,1%,-2%,
CC(=O)O/N=C/c1c(NCc2ccccc2)nc2c(C)cccn2c1=O,15%,2%,2.2%,.,3%,
O=C(Nc1ccc(Cl)cc1)c1ccc(-n2cncn2)c([N+](=O)[O-])c1,18%,2%,2.4%,5%,13%,
O=C1C[C@@H]2CCN3C(=O)CCC[C@@H]([C@H]23)[C@H]1Cc1ccccc1,.,.,0.9%,0%,.,
COc1ccc2[nH]c(C)c(CCNC(=S)Nc3ccc(F)cc3)c2c1,-20%,7%,i,11%,0%,
O=C(N/N=C\c1cccc(Cl)c1)c1ccc(Cn2cccn2)o1,50%,2%,0.2%,-5%,2%,
CC(Nn1cnnc1)c1cc(Cl)ccc1O (stereo not drawn),-8%,9%,i,-15%,-8%,
O=C(NCc1cccc(F)c1)C1CCC(=O)N(CCCN2CCOCC2)C1 (stereo not drawn),3%,1%,i,4%,-4%,
Cc1nc(SCCC(=O)O)c2cc(-c3ccccc3)sc2n1,27%,-2%,1.9%,6%,10%,
CN1CCN(CCOCCOc2ccc(Br)cc2Cl)CC1,5%,0%,i,-8%,3%,
CCN1CCN(CCCNC(=O)C2CCCN(c3nnc(-n4cccc4)s3)C2)CC1 (stereo not drawn),-4%,3%,3.0%,-9%,10%,
CCc1ccc(NC(=O)c2ccc3c(c2)C(=O)N(CCOC)C3Nc2ccc(CC)cc2)cc1 (stereo not drawn),1%,-6%,0.8%,-2%,6%,inhibitors of VEEV 10K pilot screen=2.1
COCCNc1cc(NCCOC)c([N+](=O)[O-])cc1[N+](=O)[O-],14%,-5%,0.4%,-11%,-4%,inhibitors of VEEV 10K pilot screen=0.7
Cc1c(C(=O)Nc2nccs2)oc2ccc(F)cc12,4%,1%,2.0%,-9%,.,
Cc1ccccc1NC(=O)N1CCCC1C(=O)NCc1ccccc1 (stereo not drawn),1%,-2%,2.2%,0%,-10%,
CN(C)S(=O)(=O)c1ccc(NC(=S)NC(=O)c2cccs2)cc1,-6%,-5%,5.6%,.,5%,
CC(C)CN1C(=O)C(=O)N(CC(=O)c2ccc3c(c2)CCCC3)C1=O,4%,4%,2.6%,-19%,.,
CN(CCNC(=O)Cn1c(=O)sc2ccccc21)Cc1ccccc1,-26%,-7%,0.2%,10%,7%,
CCCn1nnc2sc3c(c2c1=O)CCC(C)C3 (stereo not drawn),17%,0%,4.9%,-15%,-11%,
CCOC(=O)C1CCCN(C(=O)C2CCN(S(=O)(=O)N3CCC4(CC3)OCCO4)CC2)C1 (stereo not drawn),-2%,9%,i,0%,-10%,
Cc1cc(C)n(-c2nc3ccccc3c3nc(C)nn23)n1,-16%,-8%,i,-3%,-16%,
O=C(NNC(=O)c1ccc(-n2cncn2)c([N+](=O)[O-])c1)c1ccccc1,-3%,-5%,2.4%,0%,.,
CN(C)c1ccc2c(c1)OC(N)=C(C#N)C2c1cccc(F)c1 (stereo not drawn),-11%,10%,i,-65%,-30%,
CN1CCc2nc(SCC(=O)Nc3ccc(F)cc3)c(C#N)cc2C1,10%,4%,.,.,7%,
Cc1ccc2c(c1)[C@H]1[C@H](CO2)[C@H](c2ccccc2)[C@]2(C)C(=O)Nc3ccccc3C(=O)N12,64%,4%,2.9%,4%,.,
COc1ccc(C(=O)SC2=NCCS2)cc1,33%,-1%,0.4%,0%,6%,
O=C(Cc1cccc2ccccc12)N1CCCc2ccccc21,40%,2%,i,2%,1%,
Cc1ccccc1C(=O)Nc1ccnn1C1CCN(Cc2ccccn2)CC1,1%,1%,0.1%,25%,-6%,
COc1ccc(S(=O)(=O)N2CCN(C)CC2)c2ccccc12,0%,-4%,0.1%,-1%,-2%,
CCC(=O)OCCNc1nc(-c2ccccc2)nc2ccccc12,14%,6%,0.8%,-5%,9%,
Cc1ccc(OCC(=O)NCCNC(=O)c2cccnc2)cc1C,2%,3%,0.3%,5%,3%,
CC(NC(=O)COC(=O)COc1cccc2c1OC(C)(C)C2)c1ccccc1 (stereo not drawn),-5%,-3%,0.1%,-7%,-7%,
CSc1ncccc1C(=O)Nc1ccc(S(=O)(=O)Nc2nccs2)cc1,-8%,-8%,1.9%,0%,-12%,

# 15 compounds from above, arranged by SMILES length, lowest first:
SMILES,M. tuberculosis,M. tuberculosis HTS,inhibitors of VEEV,H1N1 NS1A inhibition,Salmonella PhoP GFP,others
COc1ccc(C(=O)SC2=NCCS2)cc1,33%,-1%,0.4%,0%,6%,
CCCn1nnc2sc3c(c2c1=O)CCC(C)C3 (stereo not drawn),17%,0%,4.9%,-15%,-11%,
Cc1c(C(=O)Nc2nccs2)oc2ccc(F)cc12,4%,1%,2.0%,-9%,.,
O=C(Cc1cccc2ccccc12)N1CCCc2ccccc21,40%,2%,i,2%,1%,
CCC(=O)OCCNc1nc(-c2ccccc2)nc2ccccc12,14%,6%,0.8%,-5%,9%,
Cc1ccccc1NC(=O)N1CCCC1C(=O)NCc1ccccc1 (stereo not drawn),1%,-2%,2.2%,0%,-10%,
COc1ccc(S(=O)(=O)N2CCN(C)CC2)c2ccccc12,0%,-4%,0.1%,-1%,-2%,
CN(CCNC(=O)Cn1c(=O)sc2ccccc21)Cc1ccccc1,-26%,-7%,0.2%,10%,7%,
CN1CCc2nc(SCC(=O)Nc3ccc(F)cc3)c(C#N)cc2C1,10%,4%,.,.,7%,
CSc1ncccc1C(=O)Nc1ccc(S(=O)(=O)Nc2nccs2)cc1,-8%,-8%,1.9%,0%,-12%,
CC(NC(=O)COC(=O)COc1cccc2c1OC(C)(C)C2)c1ccccc1 (stereo not drawn),-5%,-3%,0.1%,-7%,-7%,
CC(C)CN1C(=O)C(=O)N(CC(=O)c2ccc3c(c2)CCCC3)C1=O,4%,4%,2.6%,-19%,.,
O=C(NNC(=O)c1ccc(-n2cncn2)c([N+](=O)[O-])c1)c1ccccc1,-3%,-5%,2.4%,0%,.,
CCOC(=O)C1CCCN(C(=O)C2CCN(S(=O)(=O)N3CCC4(CC3)OCCO4)CC2)C1 (stereo not drawn),-2%,9%,i,0%,-10%,
Cc1ccc2c(c1)[C@H]1[C@H](CO2)[C@H](c2ccccc2)[C@]2(C)C(=O)Nc3ccccc3C(=O)N12,64%,4%,2.9%,4%,.,

# 3 entries already listed, ordered by number of heavy atoms, low to high.
SMILES,M. tuberculosis,M. tuberculosis HTS,inhibitors of VEEV,H1N1 NS1A inhibition,Salmonella PhoP GFP,others
Cc1ccc(OCC(=O)NCCNC(=O)c2cccnc2)cc1C,2%,3%,0.3%,5%,3%,
O=C(NNC(=O)c1ccc(-n2cncn2)c([N+](=O)[O-])c1)c1ccccc1,-3%,-5%,2.4%,0%,.,
Cc1ccccc1C(=O)Nc1ccnn1C1CCN(Cc2ccccn2)CC1,1%,1%,0.1%,25%,-6%,

# Next structures follow:
SMILES,M. tuberculosis,M. tuberculosis HTS,inhibitors of VEEV,H1N1 NS1A inhibition,Salmonella PhoP GFP,others
CCC(C)[C@H](NC(=O)Nc1ccc(S(N)(=O)=O)cc1)C(=O)OC (stereo partly drawn),5%,1%,0.1%,-12%,5%,
CC(=O)c1ccc(NC(=O)C(C)OC(=O)/C=C/c2ccco2)cc1 (stereo not drawn),2%,1%,0.5%,-1%,.,
CC1CC(C)CN(CCOc2cccc3ccccc23)C1 (stereo not drawn),-3%,-2%,1.9%,3%,-4%,
CC(=O)c1cccc(NC(=O)NC2CC(=O)N(c3ccc4c(c3)OCCO4)C2)c1 (stereo not drawn),-12%,-1%,0.8%,-9%,1%,
COc1cc(C(=O)NN=Cc2ccc(N(CCCl)CCCl)cc2)cc(OC)c1OC,.,.,?,-1%,.,
CCCCCNC(=O)c1ccc2c(=O)n(CCOC)c(=O)[nH]c2c1,-4%,-4%,5.7%,-7%,-10%,
Cc1ccc(S(=O)(=O)Nc2nc3ccccc3s2)cc1,21%,-6%,2.6%,-2%,4%,
O=C(CN1CCC(NC(=O)c2ccccc2Cl)CC1)NCc1ccco1,-22%,4%,i,-10%,2%,
CC1CCCN(CC(=O)Nc2ccc(S(=O)(=O)N3CCCCCC3)cc2)C1 (stereo not drawn),10%,-4%,i,8%,-6%,
COc1ccc(N2CCN(C(=O)CSc3nnc4nc(C)cc(C)n34)CC2)cc1,-1%,-3%,0.9%,5%,-1%,
Cc1ccc(NC(=O)N2CCC(NC(=O)c3cccc(C)c3)CC2)cc1,25%,10%,0.8%,-3%,-14%,
CCC(NC(=O)CSc1nnnn1C1CC1)c1ccc(Br)cc1 (stereo not drawn),4%,-2%,6.3%,-12%,.,
CC(C)c1ccc2c(c1)[C@H]1OCC[C@H]1[C@@H](c1cccs1)N2,33%,-2%,5.0%,-3%,-15%,
COc1cc(CCC(=O)OCC(=O)NC(=O)c2ccc(Cl)cc2)cc(OC)c1OC,8%,2%,0.6%,-1%,7%,
COC(=O)c1cccc(NC(=O)CSc2nc(C)cc(=O)[nH]2)c1,-2%,0%,1.9%,1%,-14%,
Cc1ccc(S(=O)(=O)Nc2ccc(O)c(Sc3ncn[nH]3)c2)cc1,11%,-1%,1.3%,-2%,-11%,
Cc1ccc(NS(=O)(=O)c2cccs2)nc1,-10%,-7%,4.3%,3%,-4%,
COc1cccc(/C=N/NC(=O)CSc2nnc(C)n2-c2ccccc2)c1OC,-3%,-4%,1.2%,-8%,5%,
O=[N+]([O-])c1ccc(S(=O)(=O)N/N=C/c2ccc3c(c2)OCO3)cc1,-9%,-4%,0.5%,6%,-8%,
CCn1c(CNC(=O)c2ccco2)nnc1SCC(=O)Nc1ccc(Br)cc1F,1%,-19%,i,-2%,11%,
Cc1ccc(NC(=O)C2CCN(S(=O)(=O)c3c(C)n[nH]c3C)CC2)c(C)c1,7%,8%,1.0%,2%,-28%,
CC(C)N(C1=N/C(=C\c2ccco2)C(=O)N1c1ccccc1)C(C)C,-7%,0%,2.7%,-1%,4%,
CC(C)=CCN1CCN(Cc2cc(F)ccc2-n2nc(C)cc2C)CC1CCO (stereo not drawn),9%,-3%,0.8%,-5%,-6%,
COc1ccc(C(=O)c2ccc(CC#N)s2)cc1,26%,6%,6.3%,-3%,8%,
COc1ccc(C2=NN(c3nc(-c4ccccc4)c(CC(=O)O)s3)C(c3ccco3)C2)cc1 (stereo not drawn),26%,-5%,0.4%,5%,4%,inhibitors of VEEV 10K pilot screen=4.7
Cc1ccc(-c2noc(CCC(=O)NCc3ccc4c(c3)OCO4)n2)cc1,9%,7%,1.0%,4%,1%,
O=C(c1cc(Br)ccc1Cl)N1CCCC1,0%,2%,i,-3%,6%,
Cc1cc(C(=O)NC2CCCc3c2cnn3-c2cc(F)cc(F)c2)nn1C (stereo not drawn),-1%,-8%,8.8%,-8%,1%,
Cc1cc(Oc2ccc(Br)cc2)nc(SCC(=O)c2ccccc2)n1,19%,6%,1.2%,2%,-9%,
